SENP8 block-1: SENP8 protease inhibitors, primary screen, biochemical, luminescence | Sentrin-specific protease 8 (Homo sapiens), Q96LD8 | purified SENP8, Z-RLRGG-aminoluciferin cleavage | inhibition, % at 10 µM | hit rate 1.2% among 330,000 | AID 2540, 2010; in the data active = inhibition above about 50%
SENP1 FRET inh: human SENP1 catalytic domain inhibitors, primary screen, biochemical, FRET, uHTS; hit rate 0.21% among 360,000; inhibition, % at 10 µM; recombinant SENP1 catalytic domain, CyPet-SUMO1-YPet FRET cleavage;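 active = inhibition at least 30% at 10 µM, raw YFP signal under a set limit, fluorescence ratio 0.5 to 1.5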;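 note: 0% = enzyme with DMSO and 100% = no enzyme wells; some results filed as inactive read as strong as hits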
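Assay system – human recombinant His6-tagged SENP1 catalytic domain enzyme · Input – SENP1 enzyme, 20 pM final · Buffer or medium – Tris pH 8 buffer plus EDTA, NaCl, BME, BSA, NP40, catalase · Schedule – 50 min reaction at room temperature · Technique – FRET read of cyan and yellow fluorescence · Control set – no-enzyme wells low, DMSO-plus-enzyme wells high control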
APOBEC3G inh: APOBEC3G DNA deaminase inhibitors, primary screen, biochemical, fluorescence, single-stranded DNA substrate, uHTS; DNA dC->dU-editing enzyme APOBEC-3G (Homo sapiens), Q9HC16; recombinant A3G, ssDNA deamination FAM/TAMRA fluorescence; inhibition, % at 20 µM; hit rate 0.28% among 330,000; AID 493012, 2011;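 active = inhibition of at least 40% at 20 µM, with no more than 30% in the related APOBEC3A deaminase screen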;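 note: plate controls were DMSO wells with A3G for no effect and wells lacking A3G enzyme for full effect; some compounds called inactive have numbers as strong as hits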
Target sequence (Q9HC16 whole entry, looked up): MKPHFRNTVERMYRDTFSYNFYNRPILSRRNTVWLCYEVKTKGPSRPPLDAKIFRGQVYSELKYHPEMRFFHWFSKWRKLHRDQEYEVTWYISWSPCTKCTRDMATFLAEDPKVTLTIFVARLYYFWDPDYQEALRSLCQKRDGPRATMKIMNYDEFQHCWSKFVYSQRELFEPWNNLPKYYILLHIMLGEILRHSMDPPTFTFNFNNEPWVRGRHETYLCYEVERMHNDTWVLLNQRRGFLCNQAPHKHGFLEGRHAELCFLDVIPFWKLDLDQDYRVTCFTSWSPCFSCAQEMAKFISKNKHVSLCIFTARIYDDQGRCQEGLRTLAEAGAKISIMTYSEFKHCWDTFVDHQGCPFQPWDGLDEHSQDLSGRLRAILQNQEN
SENP8 block-2: human SENP8 protease inhibitors, primary screen, biochemical, fluorescence, Nedd8 protein substrate, uHTS; hit rate 0.64% among 360,000; AID 602440, 2012; Sentrin-specific protease 8 (Homo sapiens), Q96LD8; inhibition, % at 20 µM; recombinant SENP8; in the data active = inhibition mostly above about 40%, no sharp cut-off; inactive = mostly below about 27%
UBC13 polyUb: UBC13 polyubiquitin chain formation inhibitors, primary screen, biochemical, TR-FRET, uHTS; hit rate 0.47% among 330,000; AID 485273, 2010; inhibition, % at 20 µM; Ubiquitin-conjugating enzyme E2 N (Homo sapiens), P61088; in the data active = inhibition above about 45%, passing the limit was not always enough
Target sequence (P61088 whole entry, looked up): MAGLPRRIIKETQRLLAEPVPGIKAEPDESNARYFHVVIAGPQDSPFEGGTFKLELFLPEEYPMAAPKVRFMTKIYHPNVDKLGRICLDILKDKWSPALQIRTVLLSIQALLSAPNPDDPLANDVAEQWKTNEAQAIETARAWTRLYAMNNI
SENP7 block: SENP7 protease inhibitors, primary screen, biochemical, luminescence, uHTS; Sentrin-specific protease 7 (Homo sapiens), Q9BQF6; AID 434973, 2010; recombinant SENP7, Z-RLRGG-aminoluciferin luminescence, 40 min; hit rate 1.5% among 330,000; inhibition, % at 5 µM;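 active = inhibition above about 50% at the single test dose, limit read from the data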;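 note: plate controls were DMSO with enzyme for no effect and no enzyme buffer wells for full effect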
Target sequence (Q9BQF6 706-1050 limits assumed): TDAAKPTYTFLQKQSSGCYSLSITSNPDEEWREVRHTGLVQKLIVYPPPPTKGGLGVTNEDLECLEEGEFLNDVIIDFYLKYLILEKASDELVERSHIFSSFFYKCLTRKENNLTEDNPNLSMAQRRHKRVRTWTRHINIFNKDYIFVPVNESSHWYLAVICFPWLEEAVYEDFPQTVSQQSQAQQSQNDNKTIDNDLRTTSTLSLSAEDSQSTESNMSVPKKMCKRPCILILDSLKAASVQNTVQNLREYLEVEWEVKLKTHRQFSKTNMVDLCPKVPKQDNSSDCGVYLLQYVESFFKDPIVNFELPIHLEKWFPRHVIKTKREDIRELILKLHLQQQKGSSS
Apaf-1 inh: inhibitors of human Apaf-1 apoptosome, primary screen, biochemical, DEVD-Rh110 fluorescence, uHTS; Apoptotic protease-activating factor 1 (Homo sapiens), O14727; reconstituted apoptosome caspase-3 activity; inhibition, % at 20 µM; hit rate 0.71% among 330,000; AID 489030, 2010; active = inhibition of at least 40% at 20 µM;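 note: plate controls were DMSO wells for no effect and DEVD-CHO caspase inhibitor wells for full effect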
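Medium: Hepes buffer, pH 7.5 / System: biochemical Apaf-1 apoptosome reconstitution / Measured by: Rh110 fluorescence, excitation 480 nm, emission 540 nm / Times: compound with Apaf-1, dATP, procaspase-3 30 min, then 50 min reaction, room temperature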
SENP6 block: SENP6 protease inhibitors, primary screen, biochemical, luminescence, uHTS; hit rate 1.8% among 330,000; Sentrin-specific protease 6 (Homo sapiens), Q9GZR1; Recombinant SENP6 catalytic domain, aminoluciferin luminescence; inhibition, % at 10 µM;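 active = inhibition above about 50% at the single tested dose, limit read from the data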;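 note: plate controls were DMSO wells with enzyme for no effect and DMSO wells lacking enzyme for full effect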
* hit, by the source's call; · = no result given. Hits appear at their usual frequency. Share with any hit: about 3.6%.

smiles	SENP8 block-1	SENP1 FRET inh	APOBEC3G inh	SENP8 block-2	UBC13 polyUb	SENP7 block	Apaf-1 inh	SENP6 block
O=C(Cn1cnc2cc([N+](=O)[O-])ccc2c1=O)Nc1ccc2c(c1)CCC2	-1.1	-29.2	-9.3	-79.8	-2.2	0.7	0.2	-11.7
COc1ccc(/C=C/C(=O)O)cc1S(=O)(=O)NCC1CCCO1 (stereo unspecified)	3.3	3.7	2.7	20.1	-0.3	9.3	5.2	-2.0
COc1ccc(-c2[nH]c(-c3cc(OC)c4c(c3)OCO4)nc2-c2ccccc2)cc1	-2.8	-2.4	0.2	-424.0	6.4	0.5	13.5	10.1
NC(=O)c1ccccc1OCC(=O)NS(=O)(=O)c1ccc(Cl)cc1	-0.7	3.6	-7.2	14.8	-9.2	-8.7	-4.0	6.0
COCCCNC(=O)c1ccccc1NS(C)(=O)=O	1.0	0.5	-0.7	-142.9	1.2	3.0	-14.5	0.8
COc1ccccc1C(=O)NCCC(=O)NCc1cccnc1	-2.5	-3.1	-3.4	-2.1	17.3	6.8	31.4	-4.9
COC(=O)C1CCN(C(=O)c2ccc(NC(C)=O)cc2)CC1	6.8	1.7	-6.6	14.6	2.3	1.1	-14.0	5.9
COc1ccc(C(=O)NCc2nnc(SCC(=O)N3CCOCC3)o2)cc1	-10.3	3.4	-0.3	18.3	-12.2	-5.3	-7.1	-7.8
CCOc1ccc(C(=O)Nc2cc3c(cc2N2CCCC2)n(CC)c(=O)n3CC)cc1OCC	-9.7	-4.5	-5.3	-255.9	-6.3	-12.6	9.8	-15.0
COCCCN(C(=O)C1CCC1)c1c(N)n(Cc2ccccc2)c(=O)[nH]c1=O	7.1	-7.4	-5.1	-6.1	3.4	-0.3	-8.8	1.0
COc1ccc(CCn2c(=N)c(C(=O)NCC3CCCO3)cc3c(=O)n4cccc(C)c4nc32)cc1 (stereo unspecified)	6.7	-26.3	-1.2	-349.4	-17.1	2.2	11.9	-2.3
O=C(c1ccc(OC2CCN(Cc3ccccc3O)CC2)cc1)N1CCCCC1	5.7	0.9	-8.5	8.7	11.0	-2.6	-1.7	-8.3
CC(=O)Nc1ccc(C(O)(C(F)(F)F)C(F)(F)F)cc1	-4.0	-0.2	5.5	-7.7	4.7	6.0	-0.1	-9.2
Cc1ccc2c(cnn2C(=O)CCC(=O)NC2CCCCC2)c1	-12.1	-0.1	-0.6	2.4	-4.6	14.1	12.8	8.6
Cc1ccc(NC(=O)c2cc(S(=O)(=O)N3CCc4ccccc43)cn2C)cc1C	4.2	1.4	0.6	8.8	-10.9	0.8	14.4	-14.1
O=c1[nH]c(-c2ccc(O)cc2)nc2scc(-c3cccs3)c12	-14.6	-62.4	-3.6	-406.7	22.2	-4.7	-7.2	7.3
O=C(NN1C(=O)c2ccccc2NC1c1cccnc1)c1ccc([N+](=O)[O-])cc1 (stereo unspecified)	-0.7	2.2	-0.1	19.9	-2.9	4.1	-0.5	-1.1
CN(C(=O)Cc1c[nH]c2ccccc12)C(C(=O)Nc1ccc2c(c1)OCO2)c1ccccc1 (stereo unspecified)	-3.3	-1.4	-5.2	-3.7	18.6	1.2	0.2	5.3
COc1ccccc1NC(=S)N(Cc1ccc(C)cc1)Cc1cccnc1	0.9	0.6	-4.7	3.8	-2.1	8.3	12.8	9.6
Cc1ccc(NC(=O)CCn2c(=O)oc3ccccc32)cc1	0.3	1.1	-2.3	2.8	-2.3	-2.3	1.6	-11.0
O=C(Oc1ccc2ccc(=O)oc2c1)C1CCCCC1	-0.8	-134.8	-1.5	-399.0	9.3	1.8	10.5	6.0
CC(C)C[C@@H]1CN=C(N)N1C[C@@H]1CCCN1C[C@@H](C(C)C)N1C[C@@H](Cc2ccccc2)N(CCc2ccc(Cl)c(Cl)c2)C1=N	-3.1	-0.9	-4.5	11.1	15.1	-0.6	63.4*	-11.4
CCN(CCCNC(=O)C1CCN(S(=O)(=O)N2CCC3(CC2)OCCO3)CC1)c1ccccc1	-4.1	2.6	-3.7	11.3	-0.8	-9.3	-20.2	-27.1
CN[C@@H](C)C(=O)NC[C@H]1O[C@@H](n2cnc3c(N)ncnc32)[C@H](O)[C@@H]1O	·	1.2	4.8	10.6	·	-3.5	6.0	·
Fc1ccc(CNC(=S)Nc2ccc(OC(F)F)cc2)cc1	2.1	0.9	-9.3	15.9	9.9	9.9	11.1	-12.2
CCOC(=O)C1=CC[C@H]2c3c(c4ccccc4n3C)C(=O)C1N2Cc1ccccc1	4.3	-2.8	10.8	2.5	6.6	11.2	26.0	-0.4
Cc1ccc(NC(=O)CCc2nnc3ccc(NCc4ccco4)nn23)cc1F	4.0	-14.7	4.7	-0.1	-10.5	-3.4	12.3	11.3
CCC(C)(C)NC(=O)C(OC(=O)c1ccco1)c1ccccc1OC (stereo unspecified)	4.3	1.2	-6.3	21.5	5.0	11.0	-0.8	2.2
COc1ccc(O)c(C=Nc2cc(C)on2)c1	2.6	12.5	-4.5	-40.9	-11.2	-3.4	5.2	8.4
CCOc1ccccc1N=c1oc2cc(O)ccc2cc1C(=O)NCC1CCCO1 (stereo unspecified)	-8.9	-23.6	7.5	-281.5	-10.5	-8.4	21.0	-9.1
CC(NC(=O)CN(c1ccccc1F)S(C)(=O)=O)c1ccccc1 (stereo unspecified)	-2.9	0.5	-6.0	13.4	2.4	3.2	0.3	-10.0
N/C(COc1ncn(-c2ccccc2)n1)=N\S(=O)(=O)c1ccc(Cl)cc1Cl	-6.1	0.4	-3.7	10.9	6.2	0.1	-12.8	1.4
CN1CCN(NC(=O)COc2cccc(C(F)(F)F)c2)CC1	2.1	4.7	-5.9	8.3	8.4	5.4	-12.5	-6.0
Cc1ccc(C)c(NC(=O)C(NCC(C)(C)N2CCOCC2)c2ccccc2)c1 (stereo unspecified)	1.9	-0.2	-10.3	8.0	-0.4	-3.9	-8.8	-15.1
CC1CCCCN1C(=O)CSc1nc(C2CC2)nc2ccccc12 (stereo unspecified)	2.3	1.2	-11.9	2.2	8.7	5.1	2.2	6.3
CC(NC(=O)C(=O)c1cn(CC(=O)N2CCOCC2)c2ccccc12)c1ccccc1 (stereo unspecified)	4.8	3.6	-0.1	2.5	-7.5	-3.5	-0.6	-4.7
O=C(Cn1cccc1C(=O)c1ccccc1)NCCCN1CCc2ccccc2C1	-3.3	-6.1	-11.2	10.6	10.1	-5.9	-5.5	1.0
Cc1ccc(NC(=O)Cc2nnc(SCC(=O)NC3=NCCS3)n2C)cc1	0.8	1.9	-1.0	2.4	4.1	3.5	-1.2	-11.8
O=C(CCNC(=O)c1ccco1)Nc1ccc(OC(F)F)c(Cl)c1	-2.6	-0.7	-0.9	11.2	-1.1	2.4	2.3	-13.3
COc1ccc(CNC(=O)C2CC(C)=C(C)CC2C(=O)O)cc1OC (stereo unspecified)	-1.9	1.3	-2.8	6.5	7.6	0.0	-15.0	6.9

Arranged by number of heavy atoms (falling): 3 of the compounds above.
smiles	SENP8 block-1	SENP1 FRET inh	APOBEC3G inh	SENP8 block-2	UBC13 polyUb	SENP7 block	Apaf-1 inh	SENP6 block
O=C(Cn1cccc1C(=O)c1ccccc1)NCCCN1CCc2ccccc2C1	-3.3	-6.1	-11.2	10.6	10.1	-5.9	-5.5	1.0
N/C(COc1ncn(-c2ccccc2)n1)=N\S(=O)(=O)c1ccc(Cl)cc1Cl	-6.1	0.4	-3.7	10.9	6.2	0.1	-12.8	1.4
CN[C@@H](C)C(=O)NC[C@H]1O[C@@H](n2cnc3c(N)ncnc32)[C@H](O)[C@@H]1O	·	1.2	4.8	10.6	·	-3.5	6.0	·

Next results.
smiles	SENP8 block-1	SENP1 FRET inh	APOBEC3G inh	SENP8 block-2	UBC13 polyUb	SENP7 block	Apaf-1 inh	SENP6 block
O=c1[nH]c(S)c(/C=C2\C=Nc3ccccc32)s1	11.2	8.7	-4.2	51.7*	-97.8	10.6	11.8	24.8
Cc1ccc(NC(=O)CSC(C)C(=O)OCC(=O)N2CCN(C(=O)c3ccco3)CC2)cc1 (stereo unspecified)	7.6	0.3	0.6	3.6	-1.9	-6.9	8.4	-1.9
c1cncc(C(c2nnnn2C2CCCC2)N2CCN(Cc3ccc4c(c3)OCO4)CC2)c1 (stereo unspecified)	-11.2	0.3	-3.5	7.9	-10.2	-7.9	0.3	-16.2
COc1ccc(NC(=O)N(C2CCCCC2)C(C)c2ccco2)c(OC)c1 (stereo unspecified)	-4.8	1.0	-5.1	9.9	-0.6	-3.7	-5.4	-7.4
CCOc1ccc(-c2cc(N)n(S(=O)(=O)c3cccc4nsnc34)n2)cc1	0.2	6.0	1.3	16.6	-0.6	4.4	-13.8	-3.1
O=C(NCc1ccccc1)C1(C(F)(F)F)C/C(=C/CCO)CCCO1 (stereo unspecified)	-6.8	1.7	-9.6	17.2	7.7	-2.9	-6.4	-6.3
CCCC(=O)Nc1ccc(Br)cn1	-7.1	2.3	-4.8	10.2	6.9	-0.2	-2.9	-8.0
Cc1ccc(C(=O)C2=C(O)C(=O)N(c3ncccn3)C2c2ccc(Cl)cc2)o1 (stereo unspecified)	-7.0	-0.9	-8.7	-73.5	-2.5	-7.1	-11.6	-1.2
CC(C)(C)c1cc[n+](-c2nc([O-])sc2C=O)cc1	-1.9	0.8	-8.0	8.1	-6.2	0.6	-20.6	-14.5
O=C(NCCc1ccccc1F)C1CCC(=O)N(CCCN2CCCC2=O)C1 (stereo unspecified)	-8.3	-1.8	-4.2	0.4	-3.0	2.0	1.4	8.8
O=C(c1ccc(F)cc1)N1CCCC(c2nc(-c3ccncc3)no2)C1 (stereo unspecified)	0.1	-1.6	-6.5	5.2	-9.3	2.2	2.5	-8.7
COc1ccc(OC)c(C2C3=C(CC(C)(C)CC3=O)Nc3nnnn32)c1 (stereo unspecified)	-2.0	-3.3	-6.8	-62.4	4.4	-3.6	0.6	13.3
COc1ccc(C2NC(=O)c3sc4nc(C)c(C(C)=O)c(-c5ccc(Cl)cc5)c4c3N2)cc1 (stereo unspecified)	6.8	22.4	1.3	-466.0	18.7	-2.8	9.5	6.0
COc1ccccc1C(=O)NCCC(=O)N1CCN(C(=O)c2ccco2)CC1	-10.0	0.1	-7.6	11.8	15.0	-8.0	18.5	0.1
Cc1c(NC(=O)C(c2ccccc2)c2ccccc2)cccc1C(=O)O	-6.3	1.2	-4.6	17.1	-8.9	-0.2	6.2	-1.2
CNC(=O)C12N=CNN=C1N(C)C(=O)N2C (stereo unspecified)	10.6	4.2	-0.7	1.3	0.2	1.4	0.3	4.7
O=C(O)CCC(=O)Nc1ccc(F)cc1	7.7	2.2	-3.7	16.1	4.2	8.8	-1.5	-2.7
Cc1nc(C(C)N(C)Cc2nc(Cc3ccccc3F)no2)c(C)s1 (stereo unspecified)	-3.4	0.1	-4.1	28.1	7.2	3.7	-18.9	-8.6

Assay outcomes from PubChem.
